# Screening results deposited in PubChem by several laboratories.
# NCOA2 inhibitor – human SRC2 (NCOA2) inhibition; inhibition, % at 9 µM; HEK293 GAL4-SRC2 luciferase reporter, luminescence; 370,000 compounds, 0.17% hits;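 active means inhibition above the mean inhibition of all tested compounds plus 3 SD, set per campaign, cut at about 52% in these data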;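 further: 0% = DMSO treated cells and 100% = cells given Gossypol at 36 µM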
# NR5A2 inv ag – NR5A2 inverse agonism in reporter assay. O00482. HEK293T StAR-luciferase reporter, LRH-1 transfected, 24 h. inhibition, % at 3.6 µM. 360,000 compounds, 0.13% hits. AID 602396;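 active means inhibition above the mean inhibition of all tested compounds plus 3 SD, cut at about 73% in these data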;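 further: 0% = DMSO wells and 100% = reporter-only cells lacking LRH-1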
# MC4R barr agon – human MC4R agonism via beta-arrestin | P32245 | U2OS MC4R beta-arrestin complementation, luminescence; percent of melanotan II response, DMSO zero | activation, % at 8.9 µM | 360,000 compounds, 0.98% hits | AID 540308;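 active means activation above a per-plate cutoff, the mean activation of sample wells on that plate plus 3 SD, cut at about 8% in these data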
# Target sequence (P32245 whole entry, looked up): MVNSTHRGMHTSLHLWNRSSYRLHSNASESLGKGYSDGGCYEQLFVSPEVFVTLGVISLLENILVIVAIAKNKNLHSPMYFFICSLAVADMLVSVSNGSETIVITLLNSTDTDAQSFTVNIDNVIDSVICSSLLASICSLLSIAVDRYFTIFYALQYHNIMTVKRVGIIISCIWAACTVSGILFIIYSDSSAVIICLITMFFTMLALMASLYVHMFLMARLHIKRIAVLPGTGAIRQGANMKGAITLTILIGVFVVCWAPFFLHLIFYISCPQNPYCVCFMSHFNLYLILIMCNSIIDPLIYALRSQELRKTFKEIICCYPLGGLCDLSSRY
# EBV LMP1 NFkB – inhibitors of Epstein-Barr LMP1-induced NF-kappaB reporter | LMP1-induced NF-kappaB luciferase reporter cells, luminescence | inhibition, % at 12.5 µM | 350,000 compounds, 0.69% hits; in the data active means inhibition above about 41%;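 further: 0% = neutral control wells and 100% = reference inhibitor control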
# NCOA3 inh – inhibits human SRC3 coactivator; 360,000 compounds, 0.17% hits; AID 588352; Q9Y6Q9; HEK293 GAL4-SRC3 luciferase reporter, luminescence; inhibition, % at 3.6 µM;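 active means inhibition above a per-campaign cutoff, the mean of all compounds plus 3 SD, cut at about 60% in these data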;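 further: 0% = DMSO-treated cells and 100% = gossypol-treated cells at 36 µM; higher means less SRC3-driven luciferase light from the GAL4 reporter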
# TLR9-MyD88 inh – blocks human TLR9 binding to MyD88; CHO BLA complementation TLR9-MyD88, CCF4 FRET ratio; inhibition, % at 4.98 µM; 340,000 compounds, 0.21% hits;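 active means inhibition above the mean over all tested compounds plus 3 SD, cut at about 21% in these data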;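 further: 0% = DMSO only wells and 100% = clavulanate BLA inhibitor control wells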
# SRC1 inh – human NCOA1 inhibition | Q15788 | HEK293 GAL4-SRC1 luciferase reporter, luminescence | inhibition, % at 3.6 µM | 360,000 compounds, 0.12% hits | AID 588354;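 active means inhibition above the campaign mean plus 3 SD, with each screening campaign given its own cutoff, cut at about 60% in these data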;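 further: 0% = DMSO treated cells and 100% = gossypol at 36 µM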
# ABHD5-PLIN5 inh – ABHD5-PLIN5 protein interaction inhibition; 360,000 compounds, 0.78% hits; Split G. princeps luciferase complementation, luminescence, 4 h; Q00G26+Q8WTS1; inhibition, % at 4 µM;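 active means inhibition above the mean inhibition across every tested compound plus 3 SD, cut at about 22% in these data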;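 further: 0% = DMSO only wells and the 100% control is not disclosed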
# MC4R antag cAMP – antagonists of human melanocortin 4 receptor (MC4R); P32245; inhibition, % at 6.5 µM; 360,000 compounds, 0.48% hits; AID 540295; MC4R-expressing cells, MTII-stimulated cAMP, LANCE TR-FRET;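 active means inhibition above its plate's cutoff, the mean of tested wells on that plate plus 3 SD, cut at about 29% in these data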;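 further: 0% = Melanotan II alone and 100% = Melanotan II plus saturating MCL0020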
#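 Test system: U2OS cells stably expressing human melanocortin 4 receptor (MC4R); also added: Melanotan II challenge; compound: 6.5 µM single dose; timing: 30-min compound preincubation, 1-h Melanotan II challenge, 1-h detection, room temperature; signal: Eu-cAMP/anti-cAMP TR-FRET, emission 671 nm; repeats: one well per compound, no replicates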
# COUP-TFII inh – inhibitors of human COUP-TFII (NR2F2); HEK293T NGFI-A luciferase reporter, luminescence; inhibition, % at 8.6 µM; 370,000 compounds, 0.7% hits;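 active means inhibition above a per-plate cutoff, mean inhibition of test wells between control levels plus 3 SD, cut at about 38% in these data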;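 further: cells cotransfected with COUP-TFII expression vector driving the NGFI-A reporter; 0% = median of COUP-TF2 test wells and 100% = reporter-only cells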
# Target sequence (P24468 whole entry, looked up): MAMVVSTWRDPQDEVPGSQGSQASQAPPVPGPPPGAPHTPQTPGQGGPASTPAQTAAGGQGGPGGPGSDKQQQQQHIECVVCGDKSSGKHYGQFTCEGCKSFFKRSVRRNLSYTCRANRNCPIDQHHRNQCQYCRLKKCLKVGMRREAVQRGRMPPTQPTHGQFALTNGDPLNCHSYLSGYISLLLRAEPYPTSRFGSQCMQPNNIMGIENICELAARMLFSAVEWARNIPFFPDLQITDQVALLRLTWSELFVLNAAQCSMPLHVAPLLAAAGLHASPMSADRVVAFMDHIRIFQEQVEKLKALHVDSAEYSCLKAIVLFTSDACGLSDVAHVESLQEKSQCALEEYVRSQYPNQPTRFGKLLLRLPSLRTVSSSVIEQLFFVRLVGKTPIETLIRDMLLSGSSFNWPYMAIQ
# NOD2 RIPK2 PPI – NOD2-RIPK2 protein interaction inhibition; O43353; CHO BLA complementation NOD2-RIPK2, CCF4 ratio; inhibition, % at 4.98 µM; 360,000 compounds, 0.38% hits; AID 624267; in the data active means inhibition above about 21%;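 further: 0% = vehicle only and 100% = reference blocker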
# Numbers without * were called inactive; · = no result given. An excerpt, so the mix of outcomes need not match the whole.
SMILES,NCOA2 inhibitor,NR5A2 inv ag,MC4R barr agon,EBV LMP1 NFkB,NCOA3 inh,TLR9-MyD88 inh,SRC1 inh,ABHD5-PLIN5 inh,MC4R antag cAMP,COUP-TFII inh,NOD2 RIPK2 PPI
CC(C)=CCC/C(C)=C/CNC(=O)CC1C[C@H](C(=O)N(C(C)C)C(C)C)[C@@]2(C)c3[nH]c4ccccc4c3CCN2C1=O (stereo partly specified),19,-1,-0.8,6,-18,2,-2,-11,-4,-1,-5
CCOC(=O)CNC(=S)N(Cc1ccccc1)Cc1cccnc1,4,-2,-2.7,3,2,-12,-13,7,3,8,-4
O=C(NCc1ccc(Cl)cc1)c1cnccn1,-1,-10,0.0,-5,-2,0,-14,4,13,-2,8
COc1ccc(-c2ccnc(SCC(=O)c3ccc(Cl)cc3)n2)cc1,-12,-4,1.8,-9,15,6,-39,1,4,5,-3
CCN(CC)CCn1c2ccccc2c2nc(C)sc21,-11,9,-3.0,-10,0,-1,2,-1,-3,8,-4
COC(=O)C(NNc1ccccc1)(NC(=O)c1ccc(F)cc1)C(F)(F)F (stereo unspecified),-12,-5,-1.7,-11,15,8,-5,5,-1,4,2
FC(F)(F)c1cccc(N2CCN(CC3CC=CCC3)CC2)c1 (stereo unspecified),-6,0,3.5,-5,16,-12,-30,-5,2,7,2
CCn1nc(C)c(C2C(C#N)=C(N)Oc3n[nH]c(C)c32)c1C (stereo unspecified),-23,2,1.8,0,14,9,2,-3,31*,-1,2
NC(=O)CC(NC(=O)Cc1ccc(Br)cc1)c1ccc(NCCc2ccc(Cl)cc2)c([N+](=O)[O-])c1 (stereo unspecified),-14,-1,-0.4,-8,-6,-6,-8,-3,13,6,-3
Cc1nnc(SCCC(=O)Nc2ccccc2Cl)o1,-20,7,-1.4,10,-25,-2,-6,-2,5,-6,6
COc1ccc(S(=O)(=O)NC(=O)C2(C)CCN2C(=O)C(C)(C)c2ccccc2)cc1 (stereo unspecified),-17,-12,-0.3,·,-4,·,4,-8,0,-14,-14
CC1CCCCC12NC(=O)N(CC(=O)Nc1cccnc1)C2=O (stereo unspecified),-41,4,-1.9,-2,4,7,-9,2,7,6,-7

# Five records drawn at random from the list so far, as already listed:
SMILES,NCOA2 inhibitor,NR5A2 inv ag,MC4R barr agon,EBV LMP1 NFkB,NCOA3 inh,TLR9-MyD88 inh,SRC1 inh,ABHD5-PLIN5 inh,MC4R antag cAMP,COUP-TFII inh,NOD2 RIPK2 PPI
O=C(NCc1ccc(Cl)cc1)c1cnccn1,-1,-10,0.0,-5,-2,0,-14,4,13,-2,8
COC(=O)C(NNc1ccccc1)(NC(=O)c1ccc(F)cc1)C(F)(F)F (stereo unspecified),-12,-5,-1.7,-11,15,8,-5,5,-1,4,2
CCOC(=O)CNC(=S)N(Cc1ccccc1)Cc1cccnc1,4,-2,-2.7,3,2,-12,-13,7,3,8,-4
CCn1nc(C)c(C2C(C#N)=C(N)Oc3n[nH]c(C)c32)c1C (stereo unspecified),-23,2,1.8,0,14,9,2,-3,31*,-1,2
CC(C)=CCC/C(C)=C/CNC(=O)CC1C[C@H](C(=O)N(C(C)C)C(C)C)[C@@]2(C)c3[nH]c4ccccc4c3CCN2C1=O (stereo partly specified),19,-1,-0.8,6,-18,2,-2,-11,-4,-1,-5

# The list continues.
SMILES,NCOA2 inhibitor,NR5A2 inv ag,MC4R barr agon,EBV LMP1 NFkB,NCOA3 inh,TLR9-MyD88 inh,SRC1 inh,ABHD5-PLIN5 inh,MC4R antag cAMP,COUP-TFII inh,NOD2 RIPK2 PPI
CCN(CC)C(=S)NC(=O)c1ccc(F)cc1,-11,9,1.1,-5,11,-9,5,8,8,-2,3
CCCCCC(=O)N1CC2(CC(c3cccc(NC(=O)COc4ccc(Cl)cc4)c3)=NO2)C[C@@H]1C(N)=O (stereo partly specified),36,-8,0.6,18,-4,-5,-3,-2,13,42*,-15
Cc1ccc2ncnc(-c3ccccc3)c2c1,9,12,0.9,-7,8,1,-10,8,6,18,-7
CC(=O)c1c(C)nc2ccccc2c1N,-27,18,-0.1,4,-8,-6,-6,6,3,5,-14
Cc1nc(-c2ccc([N+](=O)[O-])cc2)c(-c2ccccc2)o1,4,9,-0.2,8,-7,5,-7,0,-9,-11,-3
O=C(O)CCCNC(=O)/C(=C\C=C\c1ccccc1)NC(=O)c1ccccc1Cl,0,2,-2.2,-7,8,-3,-27,-1,-5,-22,-14
CCOC(=O)Cc1csc(NC(=O)c2c(O)c3ccccc3n(CC(C)C)c2=O)n1,0,4,2.0,9,-5,-6,5,1,-5,13,-11
Cc1cccc(CN2CCC(C(=O)Nc3ccc(Oc4cccnc4)cc3)CC2)c1,28,12,-2.1,4,14,5,-16,2,5,25,-5
Cc1noc(C)c1COC(=O)/C=C/c1ccccc1Cl,20,-1,4.3,-15,17,-3,-12,4,20,-2,-5
CN(C(=O)c1ccc2c(c1)C(=O)N(CCC1=CCCCC1)C2=O)C1CCCCC1,6,5,5.5,-16,-7,1,-1,-1,8,18,6
COc1ccccc1NC(=O)Nc1nc(C(N)Cc2ccc(C(F)(F)F)cc2)cs1 (stereo unspecified),8,-1,21*,·,-5,·,-6,-7,-2,-4,-12
Cc1ccc(CSc2nc3nc(C)cc(C)c3c(=O)[nH]2)cc1,-2,-9,-2.1,0,7,-2,-27,1,3,1,1
CCc1ccc(NC2=CC(=O)CC(C)(C)C2)cc1,-6,15,-0.8,-1,-8,-6,-3,-3,11,-26,-5
Cc1ccccc1OCC(O)Cn1c(N2CCCCC2)nc2c1c(=O)[nH]c(=O)n2C (stereo unspecified),4,-6,-2.7,6,-9,-8,1,-6,8,-4,-3
Cc1ccc(S(=O)(=O)NCC(=O)OCc2csc(CC(=O)Nc3ccccc3C)n2)cc1C,-19,28,-0.6,1,-16,-17,-7,-7,12,6,2
S=C(NCCc1ccccn1)Nc1ccc(Cl)cc1,8,-50,-1.6,-2,-7,1,-27,-2,-1,-17,1
CC(=O)N1N=C(c2ccc(C)o2)CC1c1cccc(F)c1 (stereo unspecified),1,-7,-1.8,7,-12,-3,-13,0,-3,-15,13
COc1ccccc1CNC(=O)C1CCCN(S(=O)(=O)c2cccs2)C1 (stereo unspecified),-28,5,1.4,-5,1,3,10,4,0,-26,-14
CCC1CCc2c(sc(NC(C)=O)c2C#N)C1 (stereo unspecified),-13,-8,3.1,-5,5,3,-22,4,-7,1,-1
Cn1cc(Br)cc2nc(C(F)(F)F)nc1-2,-2,-11,-0.1,5,-10,1,7,-4,-4,2,-5
O=C(O)Cc1ccc(NC(=O)C2CCCCC2C(=O)O)cc1 (stereo unspecified),-13,-12,-0.7,-5,-11,6,3,1,13,-5,-2
COc1ccccc1/C=C1\SC(=S)N(CCC(=O)NCCCn2ccnc2)C1=O,49,12,-1.7,-16,2,0,0,1,-3,6,-2
c1ccc(OCCNc2ccn3nc(-c4ccc(OCCN5CCOCC5)cc4)cc3n2)cc1,10,25,-1.0,·,6,·,15,11,13,23,2
COc1ccc(NC2CC(=O)N(CCc3ccccc3)C2=O)cc1 (stereo unspecified),-24,-29,-1.3,-15,-14,11,-16,-7,16,-16,7
CC(C)C[C@H](NC(=O)OCC1c2ccccc2-c2ccccc21)C(=O)O,-40,-23,2.8,-17,-10,-3,-11,2,2,-45,4
O=C1CCc2ccccc2N1Cc1ccccc1,-26,1,-1.4,-1,-13,-8,2,2,6,9,2
COc1ccc(NC(=O)C2CC(c3c(F)cccc3Cl)=NO2)cc1OC (stereo unspecified),-12,-8,-0.6,2,-12,6,4,2,1,-5,-11
O=C(N/N=C/c1ccc([N+](=O)[O-])o1)c1ccncc1,-31,41,-1.4,·,15,·,-20,-5,-20,18,1
Cc1ccc(-c2nc3ccc(Cl)cn3c2CC2CCCCC2)cc1,-34,-75,·,·,-88,·,-104,8,·,-36,2
CCN(CC)CCCN(C(=O)c1cccs1)c1nc(-c2ccc(OC)cc2)cs1,·,-7,-1.4,-30,17,-3,1,10,-6,·,3
CC(OC(=O)CN1C(=O)c2ccccc2C1=O)C(=O)N(C)c1ccccc1 (stereo unspecified),18,-20,-2.5,3,23,2,-11,-5,2,13,-5

# Part of the list above, bar-delimited:
Molecule | NCOA2 inhibitor | NR5A2 inv ag | MC4R barr agon | EBV LMP1 NFkB | NCOA3 inh | TLR9-MyD88 inh | SRC1 inh | ABHD5-PLIN5 inh | MC4R antag cAMP | COUP-TFII inh | NOD2 RIPK2 PPI
O=C1CCc2ccccc2N1Cc1ccccc1 | -26 | 1 | -1.4 | -1 | -13 | -8 | 2 | 2 | 6 | 9 | 2
COc1ccc(NC(=O)C2CC(c3c(F)cccc3Cl)=NO2)cc1OC (stereo unspecified) | -12 | -8 | -0.6 | 2 | -12 | 6 | 4 | 2 | 1 | -5 | -11

# Three entries already listed, ordered by the value under SRC1 inh, smallest number first.
SMILES,NCOA2 inhibitor,NR5A2 inv ag,MC4R barr agon,EBV LMP1 NFkB,NCOA3 inh,TLR9-MyD88 inh,SRC1 inh,ABHD5-PLIN5 inh,MC4R antag cAMP,COUP-TFII inh,NOD2 RIPK2 PPI
O=C(N/N=C/c1ccc([N+](=O)[O-])o1)c1ccncc1,-31,41,-1.4,·,15,·,-20,-5,-20,18,1
CC(OC(=O)CN1C(=O)c2ccccc2C1=O)C(=O)N(C)c1ccccc1 (stereo unspecified),18,-20,-2.5,3,23,2,-11,-5,2,13,-5
COc1ccc(NC(=O)C2CC(c3c(F)cccc3Cl)=NO2)cc1OC (stereo unspecified),-12,-8,-0.6,2,-12,6,4,2,1,-5,-11
